High-throughput results as filed in PubChem BioAssay.
UbGFP stabilizer: Ubiquitin-GFP Assay; Ubiquitin-GFP reporter cells, proteasome inhibition, GFP fluorescence; response scale: untreated = 0%, 10 µM MG-132 = 100%; Potency, µM (highest dose often 45.9 µM), for inactives: at the top dose activation (GFP accumulation), most hits filed as activators; 67,000 tested, under 10 active; active means well fitted activation curve with a large enough effect, not every such curve was filed as active; inconclusive means small, poorly fitted or top-dose-only effect, or another doubt; inactive means no such curve, though single readings can be large or run the other way; further: potency means the concentration at half of the fitted maximal effect
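Reporter cells (U2OS, ubiquitin-G76V-GFP fusion) are plated overnight, then treated 4 hr at 37 °C with compound titrations from 46 uM down to 2.9 nM. Activity is scaled against untreated cells and 10 uM MG-132.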
Fluorescein fluor: qHTS Assay for Spectroscopic Profiling in Fluorescein Spectral Region; Compound autofluorescence, 480/540 nm, fluorescein-equivalent; hits give high values; actives 0.91% (n = 59,000); max fluorescein-equivalent concentration, M; in the data active means max fluorescein-equivalent concentration above about 10 nM; inconclusive means between about 1.1 nM and that limit
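Compounds were pin-transferred into 100 mM Tris buffer, pH 8.0, and incubated 15 min at room temperature. Fluorescence was read at 480 nm excitation/540 nm emission. Signals were normalized to an on-plate six-point fluorescein standard curve as dye-equivalent concentration.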
BRCT inh green: qHTS Assay for Inhibitors of BRCT-Phosphoprotein Interaction (Green Fluorophore) | Breast cancer type 1 susceptibility protein (Homo sapiens), P38398 | BRCA1 BRCT-phosphopeptide binding, green fluorescence polarization | Potency, µM (titrated, usually from 76.9 µM), inactives show at the highest dose activity change, negative = inhibition, actives largely listed as inhibitors | actives 0.05% (n = 75,000) | AID 875, 2007;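 further: potency means the concentration at half of the fitted maximal effect; plate controls were peptide without protein for full effect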
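Compounds were incubated for 12 min at room temperature with a complex of 100 nM fluorescein-tagged pBACH1 decapeptide and 250 nM His-tagged BRCT protein. Buffer was phosphate pH 7.3 with EDTA, DTT and Tween 20. Disruption of binding lowers the polarization signal.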
Epigenetic mod: qHTS Assay for Epigenetic Modulators; mouse C127i GFP locus derepression, cytometry, 30 h; Potency, µM (titrated, usually from 46.1 µM), without a hit: at the highest dose GFP derepression (activation); actives 0.09% (n = 68,000); AID 597, 2007; further: % of control where 0% means no effect
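Derepression screen: silenced CMV-GFP reporter in murine C127i cells, 30 h compound incubation at 37 C, washed cells imaged by laser-scanning cytometer to enumerate GFP-expressing objects of 20 to 120 um.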
BRCT inh red: qHTS Assay for Inhibitors of BRCT-Phosphoprotein Interaction (Red Fluorophore). BRCT-phosphopeptide binding, red fluorescence polarization. Potency, µM (highest dose often 76.9 µM), inactives show top-dose activity change, negative = inhibition, usual class: inhibitors. actives 0.03% (n = 75,000). AID 892, 2007; further: on the % scale 0 is the no-effect control and ±100 the full control effect
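Fluorescence polarization: 100 nM His-tagged BRCA1 BRCT with 100 nM TAMRA-labelled phospho-BACH1 decapeptide, phosphate buffer pH 7.3 with 150 mM NaCl, DTT, 0.01% Tween 20; 12 min RT. Binding inhibition seen as FP decrease.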
4-MU autofl: qHTS Assay for Spectroscopic Profiling in 4-MU Spectral Region | compound autofluorescence, 340/450 nm, 4-MU equivalents; hits give high values | max dye-equivalent concentration, M | actives 11% (n = 59,000); in the data active means max dye-equivalent concentration above about 10 nM; inconclusive means mostly about 1.1 nM to 9.6 nM
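Compounds in 100 mM Tris, pH 8.0, incubated 15 min at room temperature, then fluorescence read at 340 nm excitation/450 nm emission. Signal converted to 4-MU dye-equivalent concentration using an on-plate six-point 4-MU standard curve.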
A350 autofl: qHTS Assay for Spectroscopic Profiling in A350 Spectral Region; Compound autofluorescence, 340/450 nm, Alexa 350 dye-equivalents; hits give high values; max dye-equivalent concentration, M; actives 11% (n = 59,000); in the data active means max dye-equivalent concentration above about 10 nM; inconclusive means mostly about 1.1 nM to 9.6 nM
Casp1 inh: qHTS Assay for Allosteric/Competitive Inhibitors of Caspase-1 | P29466 | Caspase-1 enzyme, Ac-WEHD-AFC fluorogenic rate | Potency, µM (titrated, usually from 57.5 µM), for inactives: at the top dose activity change, negative = inhibition, most hits filed as inhibitors | actives 0.03% (n = 75,000) | AID 900, 2007;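 further: potency means the concentration at half of the fitted maximal effect; plate controls were vehicle for no effect and no substrate for full effect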
Target sequence (P29466 120-297 limits assumed): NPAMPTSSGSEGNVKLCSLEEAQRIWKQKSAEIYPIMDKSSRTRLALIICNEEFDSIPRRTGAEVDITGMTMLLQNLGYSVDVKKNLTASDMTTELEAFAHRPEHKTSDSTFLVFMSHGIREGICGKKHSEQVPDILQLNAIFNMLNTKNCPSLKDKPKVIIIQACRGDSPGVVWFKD
Target sequence (P29466 317-404 limits assumed): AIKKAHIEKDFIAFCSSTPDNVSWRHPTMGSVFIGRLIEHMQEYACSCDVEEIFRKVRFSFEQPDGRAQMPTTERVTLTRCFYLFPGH
USP2a inhib: qHTS Assay for Inhibitors of Ubiquitin-specific Protease USP2a. actives 0.1% (n = 60,000). AID 927, 2007. Ubiquitin carboxyl-terminal hydrolase 2 (Homo sapiens), O75604. Potency, µM (doses to about 38.3 µM), without a hit: top-dose activity change, negative = inhibition, hits mostly inhibitors. USP2a enzymatic assay, qHTS inhibition;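 further: potency means the concentration at half of the fitted maximal effect; nearly all actives have a fitted effect of over 60% in size; plate controls were DMSO for no effect and NEM full inhibition control for full effect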
Target sequence (O75604 whole entry, looked up): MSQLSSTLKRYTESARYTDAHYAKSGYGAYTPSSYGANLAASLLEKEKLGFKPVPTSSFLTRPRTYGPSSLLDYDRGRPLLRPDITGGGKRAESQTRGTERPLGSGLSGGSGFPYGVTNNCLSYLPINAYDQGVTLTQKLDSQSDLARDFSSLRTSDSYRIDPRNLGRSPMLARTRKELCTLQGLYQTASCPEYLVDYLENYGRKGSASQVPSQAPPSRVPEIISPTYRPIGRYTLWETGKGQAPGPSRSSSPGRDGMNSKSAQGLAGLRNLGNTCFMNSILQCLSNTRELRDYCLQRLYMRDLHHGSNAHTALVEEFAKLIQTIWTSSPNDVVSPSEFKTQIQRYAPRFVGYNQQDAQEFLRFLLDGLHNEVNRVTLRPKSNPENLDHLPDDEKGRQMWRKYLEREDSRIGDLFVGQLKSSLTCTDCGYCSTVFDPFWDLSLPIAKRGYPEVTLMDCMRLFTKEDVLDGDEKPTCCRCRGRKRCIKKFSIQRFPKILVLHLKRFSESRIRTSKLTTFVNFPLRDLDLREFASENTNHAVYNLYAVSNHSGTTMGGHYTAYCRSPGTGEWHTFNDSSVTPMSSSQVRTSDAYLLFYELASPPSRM
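USP2 core (20nM final) preincubated 30 min RT with compound, then Ub-PLA2 20nM and NBD C6-HPC 20uM final added; buffer 20mM Tris-HCl pH 8.0, 2mM CaCl2. Fluorescence Ex 460/Em 535 read at 0 and 2.5 h; normalized to NEM.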
Caspase-7 inhib: qHTS Assay for Allosteric/Competitive Inhibitors of Caspase-7 | Potency, µM (titrated, usually from 57.5 µM), without a hit: top-dose activity change, negative = inhibition, actives largely listed as inhibitors | AID 889, 2007 | recombinant caspase-7, Ac-DEVD-AFC fluorescence rate | actives 0.02% (n = 75,000) | P55210; active means well fitted inhibition curve with a large enough effect in the main read-out, with a control signal flat, not every such curve was filed as active; inconclusive means small, poorly fitted or top-dose-only effect, or a change in a side signal; further: potency means the concentration at half of the fitted maximal effect; % of control where 0% means no effect
HEK293 cAMP ctrl: qHTS Assay for Agonists of the Thyroid Stimulating Hormone Receptor: Activators of Intracellular cAMP Concentrations in Parental HEK 293; Potency, µM (series often up to 57.1 µM), for inactives: at the top dose activation, actives largely listed as activators; actives 2.5% (n = 73,000); parental HEK293 CNG cAMP sensor, membrane potential fluorescence; further: potency means the concentration at half of the fitted maximal effect; % of control where 0% means no effect; nearly all actives have a fitted effect of over 55% in size
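Parental HEK 293 cells stably expressing a modified CNG channel (no TSHR) report cAMP rise as membrane depolarization. Membrane potential dye with 100 uM RO 20-1724 was loaded for 60 min at room temperature, then compound added for 30 min; fluorescence read at 590 nm.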
* marks the source's active call; other numbers are inactive results; [ ] = another dose, or the depositor's remark. Unless noted, the call rests on the fitted dose curve; in most records, active means well fitted curve in the direction sought with a large enough effect; inconclusive means small, poorly fitted or top-dose-only effect, or another doubt; inactive means no such curve, though single readings can be large; an effect the other way counts as inactive or inconclusive. Not all compounds are listed. The share of hits here may be higher or lower than overall.

For CCCS(=O)(=O)N1CCC(C(=O)N2CCC(Cc3ccccc3)CC2)CC1 the results were UbGFP stabilizer -8.0%, Fluorescein fluor inactive, BRCT inh green -2.6%, Epigenetic mod 1.0%, BRCT inh red -0.9%, 4-MU autofl inactive, A350 autofl inactive, Casp1 inh -0.2%, USP2a inhib -7.1%, Caspase-7 inhib -1.3% and HEK293 cAMP ctrl 19.4%.
For O=C(Nc1c(C(=O)O)[nH]c2ccccc12)NC1CCCCC1 the results were UbGFP stabilizer 17.1%, Fluorescein fluor inactive, BRCT inh green 9.8%, Epigenetic mod 1.6%, BRCT inh red -0.3%, 4-MU autofl 3.34e-08M*, A350 autofl inconclusive, Casp1 inh -1.4%, USP2a inhib 6.5%, Caspase-7 inhib -1.3% and HEK293 cAMP ctrl -9.0%.
For O=C(NC1CCN(Cc2nnnn2CCc2ccccc2)CC1)c1ccccc1F the results were UbGFP stabilizer 0.0%, Fluorescein fluor inactive, BRCT inh green -0.1%, Epigenetic mod -2.3%, BRCT inh red 0.9%, 4-MU autofl inactive, A350 autofl inconclusive, Casp1 inh 0.2%, USP2a inhib 1.6%, Caspase-7 inhib -1.2% and HEK293 cAMP ctrl inconclusive.
`Cc1cc(C)n(CC(O)COc2cccc(OCC(O)Cn3nc(C)cc3C)c2)n1` (stereo not drawn) gave UbGFP stabilizer 21.3%, BRCT inh green -1.6%, Epigenetic mod -3.1%, BRCT inh red -1.2%, Casp1 inh -10.4%, USP2a inhib 11.9%, Caspase-7 inhib -1.6% and HEK293 cAMP ctrl -2.7%.
For CCCC(c1nnnn1C1CCCCC1)N1CCN(C2CCCC2)CC1 (stereo not drawn) the results were UbGFP stabilizer 0.0%, Fluorescein fluor inactive, BRCT inh green -0.5%, Epigenetic mod 3.9%, BRCT inh red 1.8%, 4-MU autofl inactive, A350 autofl inactive, Casp1 inh -1.5%, USP2a inhib -5.1%, Caspase-7 inhib 2.0% and HEK293 cAMP ctrl 15.8µM*.
`O=c1[nH]c(CN2CCN(Cc3ccc4c(c3)OCO4)CC2)nc2ccccc12` gave UbGFP stabilizer 2.5%, Fluorescein fluor inactive, BRCT inh green 0.0%, Epigenetic mod 8.1%, BRCT inh red 1.2%, 4-MU autofl inconclusive, A350 autofl inconclusive, Casp1 inh 0.7%, USP2a inhib 12.3%, Caspase-7 inhib -0.8% and HEK293 cAMP ctrl 15.7%.
`Cc1cc(C)n(-c2ccc(C(=O)NCc3cccs3)cc2)n1` gave UbGFP stabilizer 11.9%, Fluorescein fluor inactive, BRCT inh green -4.1%, Epigenetic mod 1.2%, BRCT inh red 0.1%, 4-MU autofl inactive, A350 autofl inactive, Casp1 inh -1.1%, USP2a inhib 6.0%, Caspase-7 inhib 0.3% and HEK293 cAMP ctrl -0.3%.
Screening O=S(=O)(c1cccs1)N1CCN(CC(O)COc2cc(Cl)ccc2Cl)CC1 (stereo not drawn) returned UbGFP stabilizer 6.7%, Fluorescein fluor inconclusive, BRCT inh green 0.2%, Epigenetic mod -3.7%, BRCT inh red 1.2%, 4-MU autofl inactive, A350 autofl inactive, Casp1 inh -0.2%, USP2a inhib 17.3%, Caspase-7 inhib -4.5% and HEK293 cAMP ctrl 26.1%.
Screening COc1ccc(OC)c(C(c2nnnn2CCc2ccccc2)N2CCN(c3ccccc3)CC2)c1 (stereo not drawn) returned UbGFP stabilizer 0.2%, Fluorescein fluor inactive, BRCT inh green -0.2%, Epigenetic mod 2.3%, BRCT inh red -0.1%, 4-MU autofl inactive, A350 autofl inactive, Casp1 inh -4.5%, Caspase-7 inhib -5.8% and HEK293 cAMP ctrl inconclusive.
`O=C(O)c1ccc(S(=O)(=O)N=Nc2c(O)[nH]c3ccccc23)cc1` gave UbGFP stabilizer -3.3%[9.17 µM], Fluorescein fluor inactive, BRCT inh green 0.5%[15.4 µM], Epigenetic mod -3.4%[9.22 µM], BRCT inh red -0.2%[15.4 µM], 4-MU autofl inconclusive, A350 autofl inconclusive, Casp1 inh -1.7%[11.5 µM], Caspase-7 inhib 1.4%[11.5 µM] and HEK293 cAMP ctrl 23.5%[11.4 µM].
`CC1(C)CCC=[N+]1[O-]` gave UbGFP stabilizer -1.2%, Fluorescein fluor inconclusive, BRCT inh green -1.5%, Epigenetic mod 0.0%, BRCT inh red -1.9%, 4-MU autofl inactive, A350 autofl inactive, Casp1 inh 3.0%, USP2a inhib -1.8%, Caspase-7 inhib 2.3% and HEK293 cAMP ctrl inconclusive.
`Cc1ccc(S(=O)(=O)NCc2ccccc2)cc1` gave UbGFP stabilizer 1.3%, BRCT inh green -0.3%, Epigenetic mod -0.3%, BRCT inh red 1.0%, Casp1 inh 0.0%, Caspase-7 inhib -1.1% and HEK293 cAMP ctrl 26.3%.
For CCOC(=O)N1CCC(NC(=O)CC(NS(=O)(=O)c2ccc(Cl)cc2)c2ccco2)CC1 (stereo not drawn) the results were UbGFP stabilizer -5.0%, Fluorescein fluor inconclusive, BRCT inh green -2.1%, Epigenetic mod 6.7%, BRCT inh red 0.7%, 4-MU autofl inactive, A350 autofl inactive, Casp1 inh -2.2%, USP2a inhib 19.4%, Caspase-7 inhib -1.5% and HEK293 cAMP ctrl 5.3%.
`CN(C)C(=O)c1ccc(Oc2ccc(C(=O)N(C)C)cc2)cc1` gave UbGFP stabilizer 20.4%, Fluorescein fluor inactive, BRCT inh green 0.1%, Epigenetic mod -2.2%, BRCT inh red -1.6%, 4-MU autofl inactive, A350 autofl inactive, Casp1 inh 3.0%, USP2a inhib -4.6%, Caspase-7 inhib -0.4% and HEK293 cAMP ctrl -5.5%.
`O=C(Cn1nnc(-c2ccccc2Cl)n1)N1CCN(S(=O)(=O)c2ccc(Cl)cc2)CC1` gave UbGFP stabilizer 2.0%, Fluorescein fluor inactive, BRCT inh green 2.3%, Epigenetic mod -2.7%, BRCT inh red -0.8%, 4-MU autofl inactive, A350 autofl inactive, Casp1 inh -2.3%, USP2a inhib 41.1%[activator], Caspase-7 inhib -3.3% and HEK293 cAMP ctrl 17.4%.
For CCOC(=O)C1CCN(C(=O)CN2C(=O)C(CC)Oc3ccccc32)CC1 (stereo not drawn) the results were UbGFP stabilizer -2.6%, Fluorescein fluor inconclusive, BRCT inh green -1.0%, Epigenetic mod 2.1%, BRCT inh red -0.9%, 4-MU autofl inactive, A350 autofl inactive, Casp1 inh -0.4%, USP2a inhib -7.8%, Caspase-7 inhib 0.8% and HEK293 cAMP ctrl 4.1%.
For CC(=O)CC(=O)NC1C2CC3CC(C2)CC1C3 (stereo not drawn) the results were UbGFP stabilizer 14.0%, BRCT inh green -3.7%, Epigenetic mod 2.2%, BRCT inh red -0.3%, Casp1 inh -1.1%, USP2a inhib 5.5%, Caspase-7 inhib 0.1% and HEK293 cAMP ctrl -12.7%.
Screening CN(Cc1ccccc1)S(=O)(=O)c1ccc(S(=O)(=O)N2CCN(CCC#N)CC2)cc1 returned UbGFP stabilizer 0.5%, BRCT inh green -1.1%, Epigenetic mod -2.3%, BRCT inh red -0.3%, Casp1 inh 1.5%, Caspase-7 inhib -1.0% and HEK293 cAMP ctrl 5.9%.
`c1ccc(Cn2ccnc2-c2ccco2)cc1` gave UbGFP stabilizer 3.4%, Fluorescein fluor inactive, BRCT inh green 0.6%, Epigenetic mod 0.1%, BRCT inh red -0.7%, 4-MU autofl inactive, A350 autofl inactive, Casp1 inh 0.7%, USP2a inhib -11.5%, Caspase-7 inhib -3.3% and HEK293 cAMP ctrl 25.9%.
Screening COc1ccc(N2CCN(C(c3cccs3)c3nnnn3C3CCCC3)CC2)cc1 (stereo not drawn) returned UbGFP stabilizer 5.0%, Fluorescein fluor inconclusive, BRCT inh green -2.7%, Epigenetic mod 0.0%, BRCT inh red -0.8%, 4-MU autofl inactive, A350 autofl inactive, Casp1 inh 2.0%, USP2a inhib 1.1%, Caspase-7 inhib -2.9% and HEK293 cAMP ctrl 5.9%.
O=C1CC(c2ccco2)Cc2nc(NCC3CCCO3)ncc21 (stereo not drawn) was read as Fluorescein fluor inconclusive, BRCT inh green -0.7%, Epigenetic mod -2.1%, BRCT inh red 1.0%, 4-MU autofl inconclusive, A350 autofl inconclusive, Casp1 inh -2.1%, USP2a inhib 4.7%, Caspase-7 inhib -1.5% and HEK293 cAMP ctrl 29.7%.
